# Screening data as filed in PubChem BioAssay.
# NS3 helicase inh = blocks Hepatitis C virus NS3 helicase unwinding; inhibition, % at 10.9 µM; AID 1800; 0.56% of 290,000 active; NS3 helicase DNA unwinding, Cy5 molecular beacon fluorescence;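 active means inhibition above the mean of all tested compounds plus 3 SD, set per campaign, cut at about 35% in these data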;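 further: 0% = DMSO wells and 100% = thioflavine S control wells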
#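 test system = hepatitis C virus NS3 helicase domain fragment enzyme | reagent = annealed dual-labelled DNA beacon duplex, ATP-started | times = 1 h at 25 °C | detection = Cy5 fluorescence, 0 and 60 min reads | read-out basis = percent inhibition from t60/t0 fluorescence ratio | control set = DMSO and thioflavine S | replication = one well per compound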
# IMP-1 inhibitor = inhibitors of Pseudomonas aeruginosa IMP-1 metallo-beta-lactamase; purified IMP-1, nitrocefin hydrolysis, epi-absorbance fluorescence; inhibition, % at 5.6 µM; 0.45% of 290,000 active; AID 1556;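 active means inhibition above the mean plus 3 SD of all compounds in the same screening run, cut at about 4.5% in these data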;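 further: 0% = IMP-1 with DMSO and 100% = DMSO wells lacking enzyme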
#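 System: purified recombinant IMP-1 beta-lactamase. Medium: Zinc- and detergent-supplemented HEPES buffer, pH 7.1. Compound: one 5.6 µM dose […]. Schedule: 15 min preincubation plus 25 min reaction at 25 °C. Technique: Epi-absorbance fluorescence, 480 nm excitation, 530 nm emission.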
# IDE act = activators of human insulin-degrading enzyme in cells; activation, % at 5.96 µM; P14735; 0.073% of 340,000 active; HEK cells, FAbeta-B cleavage, fluorescence polarization; 0% vehicle, 100% cell-free pure enzyme wells;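 active means activation above the mean of all tested compounds plus 3 SD, set per screening campaign, cut at about 17% in these data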
# CRFR2-BP antag = antagonists of CRF-binding protein/CRF-R2 receptor complex | HEK293 CRF-R2/CRF-BP, CRF-induced calcium fluorescence | inhibition, % at 11.8 µM | 0.59% of 350,000 active;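 active means inhibition of the ligand-induced calcium signal above about 50% at the single tested concentration, limit read from the data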
# GalR3 antagonist = blocks the human galanin receptor 3 | O60755 | HEK293 GalR3-CNG cAMP membrane potential fluorescence; galR3 body fused to GalR1 C-terminus | inhibition, % at 3 µM | 0.44% of 360,000 active;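 active means inhibition above the screen-wide average plus 3 SD, cut at about 13% in these data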;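 further: forskolin and galanin both at EC90 stimulate the cells; cAMP rise reported by CNG channel membrane potential dye signal; 0% = forskolin plus galanin with DMSO and 100% = forskolin alone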
# Target sequence (O60755 1-299 limits assumed): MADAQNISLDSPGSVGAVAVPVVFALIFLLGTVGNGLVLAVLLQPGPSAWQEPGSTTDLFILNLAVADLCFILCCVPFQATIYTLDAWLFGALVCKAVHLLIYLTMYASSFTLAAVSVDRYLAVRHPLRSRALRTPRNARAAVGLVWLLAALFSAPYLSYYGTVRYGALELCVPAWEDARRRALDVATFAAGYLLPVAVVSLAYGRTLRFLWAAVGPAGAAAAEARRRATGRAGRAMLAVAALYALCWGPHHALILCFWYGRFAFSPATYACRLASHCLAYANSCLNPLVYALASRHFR
# UBC9 SUMO inh = SUMOylation inhibition; 0.36% of 290,000 active; HTRF SUMOylation assay, SAE1/SAE2 + UBC9, in vitro; AID 2006; inhibition, % at 35 µM; in the data active means inhibition above about 50%, passing the limit was not always enough; further: strong numbers were not always called active
# Target sequence (P63279 whole entry, looked up): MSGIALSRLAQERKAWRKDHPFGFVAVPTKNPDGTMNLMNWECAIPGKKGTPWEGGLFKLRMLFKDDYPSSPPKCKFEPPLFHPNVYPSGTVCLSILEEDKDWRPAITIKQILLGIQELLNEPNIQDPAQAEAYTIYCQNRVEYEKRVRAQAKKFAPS
# VIM-2 inhibitor = inhibitors of Pseudomonas aeruginosa VIM-2 metallo-beta-lactamase | purified VIM-2, nitrocefin hydrolysis, epi-absorbance fluorescence | inhibition, % at 5.6 µM | 0.89% of 290,000 active | AID 1527;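 active means inhibition above the mean of all tested compounds plus 3 SD, cutoff set per screening run, cut at about 7.5% in these data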;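 further: red hydrolysis product quenches plate fluorescence so inhibitors raise well fluorescence; 0% = enzyme with DMSO and 100% = DMSO without enzyme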
# pCIP destab = p/CIP protein destabilization; decrease of EGFP signal, % at 10 µM; 0.01% of 290,000 active; F442A p/CIP-EGFP cells, EGFP fluorescence, 16 h;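 active means EGFP signal decrease of at least 30% at 10 µM or well 3 SD below plate mean, unless failing retest; inactive means the rest, including hits failing retest or dose response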; further: some compounds called inactive have numbers as strong as hits; many of its hits are not listed in these tables
# IDE inh = inhibitors of human insulin-degrading enzyme in cells; HEK cells, FAbetaB cleavage, fluorescence polarization; P14735; 0.41% of 320,000 active; AID 434962; inhibition, % at 5.59 µM;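 active means percent inhibition above the average of all tested compounds plus 3 SD, set per screening campaign, cut at about 16% in these data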;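 further: IDE supplied by intact live HEK cells; FP after avidin binding of uncleaved biotin substrate so inhibition keeps polarization high; 0% = DMSO wells and 100% = 60 µM reference IDE inhibitor Ii1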
# * marks the source's active call; other numbers are inactive results; · = not tested or not shown.
Molecule	IDE inh	GalR3 antagonist	pCIP destab	CRFR2-BP antag	NS3 helicase inh	VIM-2 inhibitor	UBC9 SUMO inh	IDE act	IMP-1 inhibitor
Cc1ccc(S(=O)(=O)N(C)CC(O)Cn2c3ccccc3c3ccccc32)cc1 (stereo unspecified)	3	0	-5	3	-11	-2.4	-8	2	-1.6
CCS(=O)(=O)c1ccc2oc(Nc3cc(C)cc(C)c3)nc2c1	-2	-4	-18	22	-10	-1.4	10	-4	-1.1
CCn1cc(CNC(=O)c2cc(-c3ccccc3OC)nc3ccccc23)c(C)n1	12	-6	2	32	1	-0.9	-10	-2	-2.4
O=C(COC(=O)CCSc1ccc(Cl)cc1)NCCc1ccccc1	0	-2	4	7	-4	-1.5	-24	-2	-3.3
COc1ccc(OC)c(/C=N/N2CCN(c3ccc(Cl)cc3)CC2)c1	1	2	-12	-10	16	-2.4	2	-7	-0.2
CC1CCCN(Cc2cccc(Oc3ccccc3)c2)C1 (stereo unspecified)	1	-3	-1	-5	-25	-4.9	3	-1	-2.6
COc1cc(CC(NC(C)=O)C(=O)NC2CCN(C(=O)c3cc(OC)c(OC)c(OC)c3)CC2)cc(OC)c1 (stereo unspecified)	-5	6	-11	6	-1	-2.0	17	4	-2.4
CCN1CCN(C(=O)C2CCN(Cc3nc(-c4cccc(Cl)c4)oc3C)CC2)CC1	0	-3	2	20	-18	0.1	26	-1	-6.4
COc1cc(/C=C(/C#N)C(=O)NCCCc2ccccc2)ccc1OCC(=O)O	4	-5	-1	-11	3	-1.8	-3	2	-2.8
Cc1ccc(NC(=O)CSc2nc(-c3ccco3)cc(C(F)(F)F)n2)cc1C	-6	-4	-2	7	-3	-2.8	-16	1	-0.7
COc1cc(-c2cc(C(=O)OCC(=O)NC3CC3)c3ccccc3n2)cc(OC)c1OC	1	-3	·	8	·	·	·	2	·
O=C(CSc1nnc(NC2CCCCC2)s1)Nc1ccc(N2CCOCC2)cc1	4	-6	-8	-28	-1	-1.7	24	0	-1.6
CC(CNC(=O)C1CCCCC1C(=O)O)c1ccccc1 (stereo unspecified)	9	-5	2	22	-2	-2.2	24	-4	-2.0
CCOC(=O)c1csc(NC(=O)c2cc(=O)c3ccccc3o2)n1	5	-6	6	15	-4	-0.9	10	3	-0.3
Cc1cccc(Nc2ncc3c(n2)CC(C)CC3=O)c1 (stereo unspecified)	1	4	-4	-12	1	-3.0	-6	-4	-3.3
O=C(C1CCC1)N1CCc2cc(S(=O)(=O)NCCN3CCN(c4ccccc4F)CC3)ccc21	-4	-1	-22	1	-36	-1.8	-10	3	-4.7
COc1cc(C(=O)O)nc2ccc([N+](=O)[O-])cc12	5	-2	-2	-7	-7	-1.2	-11	0	-2.7
COc1ccc(CC(=O)NNC(=O)c2ccc(Br)s2)cc1OC	4	-4	·	6	·	·	·	-8	·
Cc1cc(C(F)F)n2nc(C(=O)Nc3ccccc3Br)nc2n1	6	-5	-1	0	7	-2.3	-15	-1	-1.3
CN(C)CCN(Cc1ccccc1)S(=O)(=O)c1csc(C(N)=O)c1	3	-8	15	2	0	1.1	-7	0	-2.5
CC(=O)Nc1ccc(S(=O)(=O)N2CCN(C(C)CCc3ccccc3)CC2)cc1 (stereo unspecified)	8	-2	1	-3	3	-2.2	1	-1	-1.7
CN(Cc1ccccc1)C(=O)c1[nH]cnc1C(=O)NC1CCN(C(=O)OC(C)(C)C)CC1	9	-4	·	3	·	·	·	-2	·
CCOc1ccccc1/C=c1\sc2ncnn2c1=O	-2	-5	-7	-32	2	3.2	19	0	0.1
CCc1ccc(-n2c(SCC(=O)c3ccc4c(c3)NC(=O)CO4)nc3ccccc3c2=O)cc1	-3	-6	-15	14	6	-2.6	6	1	-3.3
O=C(NC1CCCC1)C(c1ccco1)N(C(=O)c1ccco1)c1ccc(F)cc1 (stereo unspecified)	2	-12	4	-6	14	-5.0	-6	-1	-2.5
CCOC(=O)c1[nH]c2ccccc2c1NC(=O)C1CCCC1	2	0	-2	20	·	·	-4	3	·
COc1ccccc1N1CCN(C(=O)N2CCOCC2)CC1	4	-4	-7	-15	4	-3.9	2	2	-2.4
COc1ccc(N=c2oc3c(OC)cccc3cc2C(=O)NCc2ccco2)c(OC)c1	1	·	-20	7	-3	-0.5	18	2	-1.0
CC1CCN(CC(=O)Nc2ccc(S(=O)(=O)N3CCCC(C)C3)cc2)CC1 (stereo unspecified)	·	-6	10	-13	-40	-0.9	1	5	-2.2
CC(C)Oc1ccc(C(=O)NCCNC(=O)c2ccco2)cc1	4	-7	-7	-13	-1	0.1	4	-2	0.4
O=C(NCc1ccc2c(c1)OCO2)c1cc(-c2ccccc2)c(N2CCOCC2)s1	-4	·	5	9	-5	-3.5	-13	9	-3.0
COc1ccc(N2CCN(C(=O)c3ccccc3F)CC2)c([N+](=O)[O-])c1	-1	5	-2	6	0	-1.7	9	8	-1.7
CCCCc1c(O)nc(SCC(=O)c2ccccc2)n(-c2ccccc2C)c1=O	1	-5	4	-2	6	0.4	11	3	0.1
CC1(C)C(=O)NCCN1C(=O)c1ccc2nc(Cc3ccccc3F)oc2c1	3	-3	-4	-6	8	-2.7	11	-4	-0.8
O=C(Nc1ccc(Cl)c(Cl)c1)Nc1nc(-c2ccccc2)cs1	-1	-12	6	8	2	-2.6	21	-3	-3.2
Cc1nc2ncnn2c(N2CCN(C(=O)c3cccc(F)c3)CC2)c1Cc1ccccc1	5	-7	5	-5	-1	-0.7	17	-4	-0.7
O=C(COc1ccccc1Cl)NC1CC1	-4	-3	4	-2	6	-2.6	1	5	-2.6
CC1CCCC(NC(=O)c2ccc3c(c2)OCO3)C1C (stereo unspecified)	-2	-4	·	21	·	·	·	-2	·
Cc1cc(=O)oc2cc(NC(=O)C(C)Oc3ccc(F)cc3)ccc12 (stereo unspecified)	7	0	·	-16	·	·	·	2	·
COc1ccc(CN2CCc3ccccc3C2)c(OC)c1	0	-5	-4	-2	7	-2.8	8	5	-2.1
CCn1c(SCC(=O)Nc2ccc(S(N)(=O)=O)cc2)nnc1-c1cccc(OC)c1	2	7	-4	5	7	-4.8	-3	0	-5.4
S=C(NCc1ccc(Cl)c(Cl)c1)NCc1ccco1	·	-2	1	10	4	-3.0	5	-5	-1.6
COc1ccc(-c2nc(C)sc2C)cc1	5	-2	-20	19	5	0.1	25	6	0.3
CCOC(=O)c1ccc(N2C(=O)CC(N3CCC(O)(c4ccc(Br)cc4)CC3)C2=O)cc1 (stereo unspecified)	-7	-1	-4	-5	14	-0.3	8	0	0.5
Cc1c(C(=O)NCCN2CCOC2=O)oc2c(F)cccc12	7	2	1	14	6	-2.3	2	3	-2.7
COC(=O)CSc1ncccc1-c1nc2ccccc2[nH]1	1	-7	-15	-4	1	-2.0	8	2	-2.7
Cc1cccc(Cn2nc(C)c(NC(=O)c3ccc(F)cc3)c2C)c1	4	-7	-12	-21	9	-1.8	-1	3	-1.7
Cn1c(=O)c2c(ncn2CC(=O)OCC(=O)NCc2ccccc2Cl)n(C)c1=O	6	-8	-3	24	2	-4.1	8	4	-2.4
CCCc1nnc(NC(=O)CCC(=O)N2CCN(Cc3cc(F)ccc3OC)CC2)s1	-2	-8	-2	-5	-4	-1.5	·	3	-1.9
Nc1c(-c2cccc(Cl)c2)cnn1-c1ccccc1	4	-8	-4	8	3	-0.8	9	5	-2.2
Nc1cccc(NP(=O)(c2ccccc2)c2ccccc2)c1	0	-3	-4	-1	-6	-1.9	18	4	-1.1
Cc1ccc(-n2nc(C)cc2NC(=O)CC#N)cc1	7	-4	7	1	3	-2.2	11	0	-2.4
CCOC(=O)c1c(CSc2ccccc2)n(C)c2cc(Br)c(OCC(O)CNC(CO)(CO)CO)cc12 (stereo unspecified)	5	4	-1	-18	-73	-3.0	·	1	-1.6
CC/C(=N/Nc1ccccc1)c1cnnc(-c2ccccc2)n1	-1	-2	7	-59	-1	-1.1	4	5	0.1
CCOC(=O)CNC1CC(=O)N(c2ccc(Br)cc2)C1=O (stereo unspecified)	-2	-9	-2	-1	-6	-0.9	17	0	-3.2
COc1cccc(/C=C/C(=O)Oc2ccc(C(=O)c3ccc(F)cc3)cc2)c1	1	6	2	-4	6	-0.8	-6	3	-0.4
O=C(NCCOc1ccccc1)C1CCCN1C(=O)c1cccs1 (stereo unspecified)	0	-3	·	17	-1	-0.2	·	4	0.6
COC(=O)c1ccc(NC(=O)c2ccc(F)cc2)o1	-8	-2	7	14	2	-2.1	-14	-4	-2.1
CCOc1ccc2[nH]c(=O)c(CN(Cc3ccc(F)cc3)C(=O)c3ccco3)cc2c1	4	0	-3	2	-4	-2.1	23	0	-1.5
Clc1ccc(Oc2nc(Oc3ccc(Cl)cc3)nc(N3CCOCC3)n2)cc1	2	-2	-11	29	5	-4.3	-16	11	-1.1

# The final two records of the part above come first, to join the parts:
Molecule	IDE inh	GalR3 antagonist	pCIP destab	CRFR2-BP antag	NS3 helicase inh	VIM-2 inhibitor	UBC9 SUMO inh	IDE act	IMP-1 inhibitor
CCOc1ccc2[nH]c(=O)c(CN(Cc3ccc(F)cc3)C(=O)c3ccco3)cc2c1	4	0	-3	2	-4	-2.1	23	0	-1.5
Clc1ccc(Oc2nc(Oc3ccc(Cl)cc3)nc(N3CCOCC3)n2)cc1	2	-2	-11	29	5	-4.3	-16	11	-1.1
COc1ccc(C2NC3=C(CCCC3)C(C#N)(C#N)C2(C#N)C#N)cc1 (stereo unspecified)	7	·	-23	·	14	-1.0	21	·	0.8
O=[N+]([O-])c1cccnc1Oc1cccnc1	4	-2	3	8	0	0.3	10	8	-1.0
COC(=O)C1=C(CS(=O)(=O)c2ccccc2)NC(=O)NC1c1ccc(OC)c(OC)c1 (stereo unspecified)	3	-1	0	7	8	-1.8	6	3	-0.9
CC(C)C(=O)N1CCN(c2ccccc2NC(=O)c2ccc(Br)o2)CC1	1	0	·	-3	·	·	·	2	·
O=S(=O)(NCCNS(=O)(=O)c1c(F)cccc1F)c1ccc2c(c1)OCCO2	-1	4	·	16	·	·	·	1	·
Cc1cc(-c2c(C)[nH]n(-c3ccc(Cl)cc3)c2=O)n(-c2ccccc2)n1	5	0	1	-18	20	-1.5	2	0	-3.3
COc1ccc(CCNC(=O)c2ccc(N3CCCC3=O)cc2)cc1	-4	-2	2	-15	4	-0.5	-5	2	-1.5
CCOC(=O)N1CCN(C(=O)c2cn(CC)c3cc(N4CCN(C)CC4)c(F)cc3c2=O)CC1	3	·	1	·	2	-0.5	13	·	-3.3
COc1cc2ccccc2cc1C(=O)Nc1ccc(N2CCN(C(=O)C(C)C)CC2)cc1	2	-2	-21	-9	-29	-0.7	-14	0	-0.3
